# Vif-APOBEC3G blk = blocks the Vif interaction with human APOBEC3G | Potency, µM (titrated, usually from 46.1 µM), for inactives: top-dose activity, negative = active, hits mostly inhibitors | 0.076% of 410,000 active | HeLa A3G-eYFP + Vif (tagged APOBEC3G with the HIV-1 protein that degrades it), YFP fluorescence, overnight | Q9HC16 | AID 602310;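 further: on the % scale 0 is the no-effect control and ±100 the full control effect; nearly all actives have a fitted effect of over 60% in size; hits raise eYFP signal because A3G escapes Vif-driven loss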
# Target sequence (Q9HC16 whole entry, looked up): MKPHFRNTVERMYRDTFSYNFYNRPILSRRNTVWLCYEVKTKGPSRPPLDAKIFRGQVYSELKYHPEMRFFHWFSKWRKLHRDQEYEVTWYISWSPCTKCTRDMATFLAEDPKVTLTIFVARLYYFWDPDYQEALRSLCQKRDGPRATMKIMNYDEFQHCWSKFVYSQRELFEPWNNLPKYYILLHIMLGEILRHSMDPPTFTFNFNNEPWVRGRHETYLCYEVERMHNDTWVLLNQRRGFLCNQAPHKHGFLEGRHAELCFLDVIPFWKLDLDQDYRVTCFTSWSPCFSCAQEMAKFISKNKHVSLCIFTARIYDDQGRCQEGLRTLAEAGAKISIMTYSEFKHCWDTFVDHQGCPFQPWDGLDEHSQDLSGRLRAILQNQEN
#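 Read-out is eYFP fluorescence (Ex 488/Em 500-530) from Vif-expressing HeLa A3G-eYFP cells; more signal means A3G escaped Vif-mediated degradation. Cells plated overnight, compound pinned in, incubated overnight at 37 deg C.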
# mIDH1 inhibitor = human IDH1 R132H inhibition; O75874; IDH1-R132H enzyme, NADPH consumption, diaphorase/resazurin fluorescence; Potency, µM (titrated, usually from 76.6 µM), inactives show at the highest dose activity change, negative = inhibition, actives largely listed as inhibitors; 0.093% of 390,000 active; further: on the % scale 0 is the no-effect control and ±100 the full control effect; nearly all actives have a fitted effect of over 65% in size
#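 IDH1-R132H (0.5 ug/mL dispensed) in pH 7.5 Tris buffer was preincubated 30 min with compound, then given a substrate mix of 0.016 mM NADPH and 2 mM alpha-KG for 80 min at room temperature; remaining NADPH was read by diaphorase/resazurin fluorescence.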
# RGS4 inh = human RGS4 inhibition. Potency, µM (highest dose often 114 µM), without a hit: top-dose activity change, negative = inhibition, hits mostly inhibitors. 0.039% of 390,000 active. Transcreener GDP fluorescence polarization, RGS4-accelerated GTP hydrolysis. P49798; further: on the % scale 0 is the no-effect control and ±100 the full control effect; nearly all actives have a fitted effect of over 75% in size; some results filed as inactive show a strong effect at the top dose
# Target sequence (P49798 whole entry, looked up): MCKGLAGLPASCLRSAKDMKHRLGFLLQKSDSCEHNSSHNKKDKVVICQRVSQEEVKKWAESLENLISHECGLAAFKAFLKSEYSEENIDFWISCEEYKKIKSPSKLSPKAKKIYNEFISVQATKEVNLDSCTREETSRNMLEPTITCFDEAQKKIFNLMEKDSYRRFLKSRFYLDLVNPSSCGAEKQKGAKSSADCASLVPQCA
#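 MLSMR compounds (23 nl, pin-transferred) preincubated 10 min at room temperature with a 500nM (2x) first reagent, then RGS4 at 900nM (2x) plus Transcreener GDP mix added; fluorescence polarization (620/688 nm) read before and after 90 min at 30 °C.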
# Vif-A3F inh = inhibitors of Vif-A3F interaction; HeLa A3F-eYFP + Vif (tagged APOBEC3F with the HIV-1 protein that degrades it), YFP fluorescence increase; Potency, µM (highest dose often 46.1 µM), for inactives: at the top dose activity, negative = active; 0.2% of 390,000 active; AID 602313; further: % of control where 0% means no effect; nearly all actives have a fitted effect of over 65% in size
#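 HeLa cells stably expressing A3F-eYFP plus Vif, plated and incubated overnight at 37 deg C, then exposed to compounds overnight at 37 deg C. Blocked degradation read as raised yellow fluorescence (Ex 488/Em 500-530).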
# ALOX12 inh = ALOX12 (human) lipoxygenase inhibition; AID 1671190; 1.1% of 580,000 active; Potency, µM (highest dose often 108 µM), for the others: at the highest dose activity change, negative = inhibition, hits mostly inhibitors; purified 12hLO, xylenol orange hydroperoxide absorbance; further: on the % scale 0 is the no-effect control and ±100 the full control effect
#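 Purified human 12hLO at 150 nM in 25 mM Hepes, 0.01% Triton X-100, pH 7.0, preincubated 15 min at room temperature with compound. Reaction started with 40 uM arachidonic acid, 30 min at room temperature. Hydroperoxide measured by Fe-xylenol orange, 573/405 nm absorbance ratio.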
# TrxR1 inh = inhibitors of rat thioredoxin reductase 1. O89049. recombinant rTrxR1, NADPH fluorescence consumption, selenite substrate. Potency, µM (series often up to 114 µM), for the others: top-dose activity change, negative = inhibition, most hits filed as inhibitors. 1% of 390,000 active. AID 588453; further: on the % scale 0 is the no-effect control and ±100 the full control effect; nearly all actives have a fitted effect of over 65% in size
# Target sequence (O89049 whole entry, looked up): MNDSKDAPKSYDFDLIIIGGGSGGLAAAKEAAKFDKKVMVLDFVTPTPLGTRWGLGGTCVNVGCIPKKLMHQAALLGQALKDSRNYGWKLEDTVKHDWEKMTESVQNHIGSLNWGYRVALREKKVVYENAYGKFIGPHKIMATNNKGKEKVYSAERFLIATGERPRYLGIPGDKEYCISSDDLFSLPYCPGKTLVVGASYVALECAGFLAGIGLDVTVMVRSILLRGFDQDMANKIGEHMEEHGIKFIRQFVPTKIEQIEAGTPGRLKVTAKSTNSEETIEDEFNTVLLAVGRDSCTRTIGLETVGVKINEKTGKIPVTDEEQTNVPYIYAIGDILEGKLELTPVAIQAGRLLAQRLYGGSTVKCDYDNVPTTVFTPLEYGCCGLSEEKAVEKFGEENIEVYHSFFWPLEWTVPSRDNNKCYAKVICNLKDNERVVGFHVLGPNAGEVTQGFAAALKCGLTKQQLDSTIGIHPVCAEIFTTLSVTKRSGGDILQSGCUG
#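 Rat TrxR1 (90 nM in the dispensed reagent) was pre-reduced with 400 uM NADPH for 5 min at room temperature, then incubated with compound for 15 min. After 400 uM selenite was added, NADPH fluorescence (Ex 340/Em 450 nm) was followed for 8 min.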
# USP1 inh = USP1/UAF1 (human) deubiquitinase inhibition | O94782 | Potency, µM (top dose mostly 57.1 µM), for the others: at the top dose activity change, negative = inhibition, hits mostly inhibitors | recombinant USP1/UAF1, Ub-Rhodamine cleavage fluorescence | AID 743255 | 0.23% of 390,000 active; further: on the % scale 0 is the no-effect control and ±100 the full control effect; nearly all actives have a fitted effect of over 60% in size; inactives centre near -12
#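 USP1/UAF1 complex at 1 nM was preincubated with compound for 15 min at room temperature, then Ub-Rho substrate (150nM final) was added. Fluorescence (480/540 nm) was read kinetically, 6 reads every 60 seconds.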
# TrxR1 substrate = is turned over as a substrate by rat TrxR1 | 0.01% of 390,000 active | Potency, µM (titrated, usually from 114 µM), for the others: at the highest dose activity change, negative = substrate turnover | O89049 | purified TrxR1 substrate turnover, NADPH consumption readout; further: on the % scale 0 is the no-effect control and ±100 the full control effect; nearly all actives have a fitted effect of over 50% in size
#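 Rat TrxR1, dispensed at 90 nM, was prereduced with 400 uM NADPH (final) for 5 min at ~22 deg C, then incubated with compound 15 min before 400 uM selenite. A first-read NADPH fluorescence drop versus no-compound background flagged substrates.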
# RXFP1 ag = RXFP1 (human) receptor agonism; Q9HBX9; HEK293T-RXFP1 cAMP TR-FRET, 30 min; response scale: percent of porcine relaxin response, buffer zero; Potency, µM (titrated, usually from 57.5 µM), for the others: at the top dose activation, hits mostly activators; 0.3% of 370,000 active; AID 2676; further: on the % scale 0 is the no-effect control and ±100 the full control effect; nearly all actives have a fitted effect of over 60% in size; many of its hits are not listed in these tables
#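 HEK293 cells stably expressing RXFP1, treated 30 min at 37C with compounds plus PDE4 inhibitor Ro 20174; cAMP measured by HTRF TR-FRET. Normalized to buffer and 29 nM porcine relaxin; EC50 by Hill fit.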
# * hit, by the source's call; i = inactive; ? = inconclusive; . = no result given; [ ] = dose if it differs, or a comment. The call rests on the fitted dose curve; in most records, active means well fitted curve in the direction sought with a large enough effect; inconclusive means small, poorly fitted or top-dose-only effect, or another doubt; inactive means no such curve, though single readings can be large; an effect the other way counts as inactive or inconclusive. Potency means the concentration at half of the fitted maximal effect. The list is partial. The share of hits here may be higher or lower than overall.
SMILES,Vif-APOBEC3G blk,mIDH1 inhibitor,RGS4 inh,Vif-A3F inh,ALOX12 inh,TrxR1 inh,USP1 inh,TrxR1 substrate,RXFP1 ag
CC(=O)c1cc2ccccc2oc1=O,-0.5%,9.0%,2.3%,-7.6%,1.7%,35.1%,-18.1%,7.9%,0.9%
Cc1cc(C)n(CCNCc2c(C(=O)N3C[C@@H](C)O[C@@H](C)C3)nc3ccc(Cl)cn23)n1,2.4%,-6.3%,0.3%,-5.3%,11.3%,-0.7%[57.1 µM],-21.2%,-1.3%[57.1 µM],1.1%
CC1CCCN(C2(O)C(=O)Nc3ccc([N+](=O)[O-])cc32)C1 (stereo not drawn),3.2%,-0.9%,-32.7%,5.8%,17.0%,1.9%,-16.8%,-12.1%,2.4%
CCC(NC(=O)Nc1nnc(C(F)(F)F)s1)(C(F)(F)F)C(F)(F)F,0.5%,3.6%,9.8%,0.1%,33.8%[activator],-4.7%[57.1 µM],-12.1%,10.7%[57.1 µM],0.9%
COc1ccc(C(=O)O)cc1S(=O)(=O)NCc1cccnc1,1.4%,3.1%,6.4%,-2.7%,6.3%,13.2%,-14.5%,-4.2%,2.8%
CCCN1C(=O)c2ccc(C(=O)NCc3ccco3)cc2C1=O,0.1%,1.7%,-12.0%,-2.8%,?,?,-7.4%,14.9%,0.0%
COc1ccc(CC(=O)OCC(=O)N2N=C(c3ccccc3)CC2c2ccc(OC)cc2)cc1 (stereo not drawn),-9.0%,1.9%,-14.9%,-3.1%,14.4%,0.1%,-24.6%,4.3%[0.457 µM],1.9%
COc1ccccc1N1CCN(c2ccc(=O)n(CC(=O)O)n2)CC1,-1.1%,2.1%,13.0%,-5.3%,0.0%,13.0%,-22.6%,2.6%,-0.3%
Cc1c(NC(=O)c2ccc(NS(=O)(=O)c3cccc([N+](=O)[O-])c3)cc2)c(=O)n(-c2ccccc2)n1C,-1.1%,3.6%,15.4%,-8.7%,-13.3%,-8.5%,-16.9%,-5.7%,.
Cc1cccnc1NC(=O)Nc1ccc(F)cc1,3.9%,-4.0%,15.9%,-6.5%,8.6%,1.6%,3.6%,-1.9%,0.2%
Cc1cc(NC(=O)CN2CCCCC2)n(-c2ccccc2)n1,-2.7%,5.5%,10.7%,0.4%,160.4%[activator],9.1%,-8.5%,-3.9%,-0.1%
Cc1ccc(NC(=O)CSCC(=O)Nc2ccc(N3CCOCC3)c(Cl)c2)cc1,-8.4%,6.6%,-22.5%,-2.4%,144.7%[activator],14.9%,-14.7%,2.5%,0.8%
CC1=NN(C(N)=S)C(=O)C1N=Nc1ccccc1[N+](=O)[O-] (stereo not drawn),0.2%,-2.3%,.,-8.5%,-37.2%,.,-4.1%,.,.
C=C(C)Cn1c(=O)c2c(nc3n2CCN3c2cc(C)cc(C)c2)n(C)c1=O,1.8%,-10.7%,-1.4%,-4.7%,-20.1%,14.1%,3.2%,-4.3%,1.3%
Cc1ccnc2nc(C(=O)NCCc3ccc(F)cc3)nn12,-4.3%,0.1%,-5.4%,-0.7%,151.0%[activator],15.5%,8.1%,7.3%,0.3%
CCCCc1c(C)c2ccc(OC)c(/C(C)=N\O)c2oc1=O,-0.1%,1.2%,14.9%,-7.0%,-6.9%,-16.6%,-13.3%,21.2%,0.3%
Cc1ccc(C)c(S(=O)(=O)NC2CCSC2=O)c1 (stereo not drawn),-3.8%,2.4%,-2.2%,6.2%,17.6%,3.8%[57.1 µM],-10.2%,1.7%[57.1 µM],-0.6%
COC(=O)c1ccccc1S(=O)(=O)N1CCC(C(=O)OC(C)C(=O)N(C)Cc2ccccc2)CC1 (stereo not drawn),0.8%,0.7%,13.4%,0.3%,-10.1%,-4.3%,-8.8%,-7.5%,.
CN(C)C(=O)c1cc(S(=O)(=O)N(C)C)c(Cl)cc1N1CCCC1,-0.2%,-1.6%,5.5%,-12.1%,12.2%,-3.4%,-14.1%,2.4%,1.5%
CCC(C)NC(=O)c1ccccc1NC(=O)C(C)N(c1ccccc1)S(C)(=O)=O (stereo not drawn),-0.6%,-6.1%,13.0%,-4.7%,-4.8%,21.0%,-8.7%,3.6%,0.5%
Cc1ccccc1NC(=O)NNC(=O)COc1ccc2ccccc2c1,-4.2%,8.3%,-41.6%,7.2%,i,-8.0%,-8.0%,-7.2%,2.2%
CCOC(=O)C1CCCN(C(=O)C(CCSC)NC(=O)COc2ccccc2)C1 (stereo not drawn),0.8%,-3.5%,-34.2%,4.3%,?,0.2%,0.5%,-4.1%,1.2%
Cc1ccc(N(CC(=O)N/N=C/c2cc(C)n(-c3ccccc3)c2C)S(C)(=O)=O)c(C)c1,-5.6%,0.1%,16.7%,-2.3%,-14.1%,10.8%[57.1 µM],-7.1%,4.3%[57.1 µM],1.1%
CS(=O)(=O)c1ccc(-c2nnc(NC(=O)c3ccc4c(c3)OCCO4)o2)cc1,5.3%,-3.4%,6.4%,-5.5%,-13.0%,5.7%[57.1 µM],7.7%,-3.6%[57.1 µM],2.8%
COC(=O)c1ccc(Cn2nnc3c(=O)[nH]c(C4CCN(S(=O)(=O)c5cc(C)ccc5C)CC4)nc32)cc1,0.2%,1.7%,7.4%,2.0%,-10.2%,15.1%,-18.1%,4.0%,2.1%
S=C(NCC1CCCO1)Nc1ccccc1 (stereo not drawn),0.7%,-1.3%,5.8%,-0.2%,-0.9%,-23.2%,-9.4%,-11.5%,-4.6%
CC(C)(C)c1ccc(C(=O)OCc2c(-c3ccccc3)ncc3ccccc23)cc1,-1.7%,-5.2%,15.7%,9.1%,1.2%,34.0%,-17.6%,-0.3%,.
O=C(O)C1CCN(c2ccc(S(=O)(=O)N3CCC(C(=O)O)CC3)cc2[N+](=O)[O-])CC1,0.5%,7.1%,17.0%,7.7%,0.0%,-3.1%,-23.3%,-7.1%,0.2%
Cc1cccc(C=Nc2ccc3c(c2)oc2ccccc23)c1O,0.1%,9.4%,-46.4%,-10.9%,-7.6%,-8.1%,-17.1%,47.7%[activator],0.9%
CCC(=O)N1c2ccc(S(=O)(=O)NCc3ccco3)cc2CC1C (stereo not drawn),1.4%,2.4%,-31.5%,-11.0%,-21.0%,10.6%,-19.5%,-2.0%,0.8%
COc1ccccc1CNC(=O)CCS(=O)(=O)c1ccc2c(c1)CCCN2C(C)=O,-5.2%,-9.3%,0.9%,3.6%,-5.2%,7.8%[57.1 µM],-15.3%,0.1%[57.1 µM],-0.3%
CCn1c(=O)cc(SCC(=O)NCCc2ccc(Cl)cc2)c2ccccc21,-1.3%,0.0%,-6.2%,-13.0%,1.9%,25.4%,-27.0%,4.2%,7.3%
CCOCCc1nnc(NC(=O)C(=O)c2cc(C)n(-c3ccc(C)cc3C)c2C)s1,1.3%,-5.7%,-20.5%,0.3%,-2.6%,8.8%,-15.8%,0.8%,0.6%
CC1(C)CC(=O)C=C(NCCc2ccccc2)C1,3.8%,-16.6%,1.7%,-1.2%,-27.7%,9.3%,-7.9%,-3.4%,-2.5%
CC1CCCCC1NC(=O)CSc1nncn1N (stereo not drawn),2.0%,11.8%,?,15.1%,3.1%,13.7%[57.1 µM],-16.8%,1.7%[57.1 µM],-1.6%
COC(=O)CSc1nnc(-c2ccc(S(=O)(=O)NCc3cccs3)cc2)o1,3.4%,9.8%,-27.3%,3.5%,0.0%,0.0%,-8.1%,2.6%,0.5%
COC(=O)CCCCC1SCC(NC(=O)OC)C1NC(=O)OC (stereo not drawn),-1.6%,13.2%,-2.2%,-20.2%,4.7%,-8.1%,-1.7%,-6.9%,0.0%
Cc1ccccc1NC(=O)Cc1nc(COC(=O)C(C)(C)Oc2ccc(Cl)cc2)cs1,0.0%,12.1%,.,-0.2%,-20.8%,.,?,.,.
COc1ccc(CCNC(=O)CN2C(=O)NC3(CCc4ccccc43)C2=O)cc1 (stereo not drawn),-0.2%,-3.4%,-31.3%,-2.6%,-12.8%,5.6%,-19.3%,-1.0%,1.7%
O=C(COC(=O)c1cccs1)Nc1nnc(-c2ccccc2)o1,-3.3%,3.3%,-26.4%,?,-12.2%,12.3%,-11.0%,7.5%,3.0%

# As entered above:
# Cc1ccc(N(CC(=O)N/N=C/c2cc(C)n(-c3ccccc3)c2C)S(C)(=O)=O)c(C)c1 in TrxR1 substrate = 4.3%[57.1 µM]
# COC(=O)CCCCC1SCC(NC(=O)OC)C1NC(=O)OC (stereo not drawn) in RXFP1 ag = 0.0%

# Two records picked at random from those above, as already listed:
SMILES,Vif-APOBEC3G blk,mIDH1 inhibitor,RGS4 inh,Vif-A3F inh,ALOX12 inh,TrxR1 inh,USP1 inh,TrxR1 substrate,RXFP1 ag
Cc1ccc(C)c(S(=O)(=O)NC2CCSC2=O)c1 (stereo not drawn),-3.8%,2.4%,-2.2%,6.2%,17.6%,3.8%[57.1 µM],-10.2%,1.7%[57.1 µM],-0.6%
CCOCCc1nnc(NC(=O)C(=O)c2cc(C)n(-c3ccc(C)cc3C)c2C)s1,1.3%,-5.7%,-20.5%,0.3%,-2.6%,8.8%,-15.8%,0.8%,0.6%

# Source: PubChem BioAssay (National Center for Advancing Translational Sciences (NCATS))
